IL-1B inflam inh: inhibitors of inflammasome signaling (IL-1 beta secretion); activity change, % at 57.5 µM; actives 4.7% (n = 360,000); THP-1 LPS/ATP IL-1B secretion, AlphaLISA, 16 h; active compounds read low; in the data active = activity change below about -50%; inconclusive = mostly about -30% to -49%; note: % is set by controls: 0 for no effect and ±100 for the full control effect
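THP-1 cells pretreated 1 hr with compounds (up to 57.5 uM final), then stimulated with LPS (250 ng/mL final) plus ATP (1.25 mM final); secreted IL-1B measured by AlphaLISA after 16 hr, decreased signal indicating inhibition.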
SW480 rerep: induces DNA re-replication in SW480 colon adenocarcinoma cells; SW480 DNA re-replication, Hoechst DNA content imaging, 48 h; Potency, µM (highest dose often 46.1 µM), inactives show at the highest dose re-replication activation, most hits filed as activators; actives 1.8% (n = 340,000); AID 624297; note: potency is the fitted concentration of half-maximal effect; % of control where 0% means no effect; nearly all actives have a fitted effect of over 55% in size
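250 cells/well; 23 nL cpd via pin tool; 48 hr, 37 C, 5% CO2; Hoechst 40 min; imager read of total nuclear intensity, ex 405/em 500-530 nm.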
KB-3-1 cytotox: KB-3-1 parental cell cytotoxicity. KB-3-1 viability, CellTiter-Glo ATP luminescence, 72 h. AID 1347075. actives 1.4% (n = 400,000). Potency, µM (top dose mostly 46.1 µM), without a hit: top-dose activity change, negative = cytotoxic, hits mostly cytotoxic; note: potency is the fitted concentration of half-maximal effect; % is set by controls: 0 for no effect and ±100 for the full control effect; nearly all actives have a fitted effect of over 60% in size
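Cytotoxicity in the drug-sensitive parental line KB-3-1 was scored as loss of CellTiter-Glo luminescence following 72 h incubation with compound. Values come from curve fitting of normalized concentration-response data.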
GLP-1R agonist: GLP-1 receptor (human) agonism; P43220; HEK293 GLP-1R CRE-luciferase, luminescence, 4-6 h; cells express a hypersensitive GLP-1R form; Potency, µM (titrated, usually from 45.6 µM), inactives show top-dose activation, actives largely listed as activators; actives 0.007% (n = 380,000); note: potency is the fitted concentration of half-maximal effect; % of control where 0% means no effect
Target sequence (P43220 whole entry, looked up): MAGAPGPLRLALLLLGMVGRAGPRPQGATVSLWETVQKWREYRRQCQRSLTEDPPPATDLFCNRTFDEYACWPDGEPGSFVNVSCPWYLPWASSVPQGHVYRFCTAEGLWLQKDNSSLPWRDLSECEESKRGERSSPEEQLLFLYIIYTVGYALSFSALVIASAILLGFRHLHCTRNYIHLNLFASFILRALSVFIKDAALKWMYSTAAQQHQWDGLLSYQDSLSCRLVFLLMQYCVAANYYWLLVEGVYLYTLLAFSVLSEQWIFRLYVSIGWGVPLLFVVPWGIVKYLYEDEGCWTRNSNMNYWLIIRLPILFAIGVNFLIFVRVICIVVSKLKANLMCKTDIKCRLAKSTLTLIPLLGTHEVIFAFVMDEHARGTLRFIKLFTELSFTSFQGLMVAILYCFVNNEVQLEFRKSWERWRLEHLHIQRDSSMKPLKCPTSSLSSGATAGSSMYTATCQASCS
DRD3 antagonist: blocks the human D3 dopamine receptor; max response, negative = inhibition, %; D3R cells, DiscoveRx beta-arrestin luminescence, antagonist mode; active compounds read low; P35462; actives 2.5% (n = 360,000); in the data active = max response below about -50%; inconclusive = no clear call, values can overlap the other calls; note: % is set by controls: 0 for no effect and ±100 for the full control effect; mostly tested at two doses, the higher about 12 µM
Target sequence (P35462 whole entry, looked up): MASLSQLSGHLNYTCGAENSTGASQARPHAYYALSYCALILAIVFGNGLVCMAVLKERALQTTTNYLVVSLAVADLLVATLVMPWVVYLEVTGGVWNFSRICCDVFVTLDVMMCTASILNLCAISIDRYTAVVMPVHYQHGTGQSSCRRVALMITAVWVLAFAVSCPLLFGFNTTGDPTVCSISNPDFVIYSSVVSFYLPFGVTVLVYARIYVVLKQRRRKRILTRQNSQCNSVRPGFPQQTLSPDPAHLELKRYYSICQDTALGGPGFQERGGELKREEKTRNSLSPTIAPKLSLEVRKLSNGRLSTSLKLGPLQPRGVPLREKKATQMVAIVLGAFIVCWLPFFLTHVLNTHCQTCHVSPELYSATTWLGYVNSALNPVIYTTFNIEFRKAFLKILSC
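Cells expressing the human receptor were seeded at 1500 cells/well, incubated overnight at 37 degrees C in 5% CO2, then exposed to library compounds with dopamine controls for 90 minutes at 37 degrees C before luminescent detection.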
KB-V1 cytotox: kills drug-selected multidrug resistant KB-V1 cells; KB-V1 MDR cells viability, CellTiter-Glo, 72 h; Potency, µM (titrated, usually from 46.1 µM), for the others: at the highest dose activity change, negative = cytotoxicity, actives largely listed as cytotoxic; actives 3.4% (n = 400,000); AID 1347076; note: potency is the fitted concentration of half-maximal effect; % is set by controls: 0 for no effect and ±100 for the full control effect; nearly all actives have a fitted effect of over 60% in size
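In this primary screen, KB-V1 cells overexpressing P-gp are incubated with library compounds (lowest to highest concentration) for 72 h at 37 degrees C before a luminescent ATP viability read.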
HT1080 IDH1KD tx: HT-1080 IDH1 knockdown cell toxicity (counter line) | actives 2% (n = 360,000) | HT-1080 IDH1 knockdown viability, ATP luminescence, 48 h | Potency, µM (top dose mostly 46.1 µM), without a hit: top-dose activity, negative = toxicity, most hits filed as cytotoxic;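 note: potency is the fitted concentration of half-maximal effect; 0% = DMSO wells and -100% = cell-free medium wells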
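Knockdown cells (IDH1KD HT-1080) received compounds 2 h after plating at 750 cells/well and were kept 48 h at 37 °C in 5% FBS RPMI. A CellTiter-Glo luminescence read gave % activity for curve fitting.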
D3 ag: activates the human D3 dopamine receptor; P35462; D3R DiscoveRx beta-arrestin cells, luminescence, 90 min; max activation, %; actives 0.58% (n = 410,000); AID 652048; in the data active = max activation above about 30%; note: 0% is about no effect; mostly tested at two doses, the higher about 12 µM
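Cells at 1500/well, incubated overnight, then treated with pinned compounds (dopamine as control) for 90 min at 37 degrees C. DiscoveRx reagent added for 30 - 60 minutes at room temperature; luminescence read.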
HT1080NT lethal: kills 2HG-producing HT-1080-NT fibrosarcoma cells. HT-1080-NT fibrosarcoma viability, CellTiter-Glo ATP luminescence, 48 h. actives 1.6% (n = 360,000). AID 686970. Potency, µM (doses to about 46.1 µM), for inactives: at the highest dose activity, negative = less viability, actives largely listed as cytotoxic;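 note: NT is the 2HG producing partner of a matched IDH1 knockdown line; potency is the fitted concentration of half-maximal effect; 0% = DMSO-treated cells and -100% = media-only wells without cells; nearly all actives have a fitted effect of over 55% in size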
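750 cells/well, RPMI + 5% FBS; 2 h settle, compound pin-transfer, 48 h at 37 degrees C. CellTiter-Glo 10 min RT, luminescence. Normalized to DMSO and media-only wells.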
The depositor's hits bear a star; ? = inconclusive; nt = no result given; [ ] = remark or other dose. Unless noted, calls come from the whole dose curve; as a rule, active = well fitted curve in the direction sought with a large enough effect; inconclusive = small, poorly fitted or top-dose-only effect, or another doubt; inactive = no such curve, though single readings can be large; an effect the other way counts as inactive or inconclusive.

SMILES	IL-1B inflam inh	SW480 rerep	KB-3-1 cytotox	GLP-1R agonist	DRD3 antagonist	KB-V1 cytotox	HT1080 IDH1KD tx	D3 ag	HT1080NT lethal
OC(c1ccccc1)c1nc(-c2csc3ccccc23)cs1 (stereo not drawn)	69	nt	0%	?	-2	3%	2%	-1	?
O=C(CN(Cc1ccc(Cl)cc1)C(=O)CN1C(=O)COc2ccccc21)NC1CCCC1	3	-1%	-1%	5%	-15	?	-10%	-8	-1%
CCCc1nc(N)nc2c1C(=O)CC(C)(C)C2	15	-2%	-1%	0%	-18	-5%	-16%	3	-2%
CC(=O)c1c(C)[nH]c(C(=O)OCc2c(F)cccc2Cl)c1C	36	14%	-19%	14%	-4	1%	-1%	4	-8%
CN(C)CCCN=Cc1c(-c2ccccc2)[nH]n(-c2nc3ccccc3s2)c1=O	-17	3%	?	-1%	0	-4%	0%	22	1%
O=C(c1cccc(S(=O)(=O)N2CCCC2)c1)N1CCN(c2ccccc2)CC1	13	?	6%	4%	10	?	?	7	?
Cc1ccc(C(=O)Nc2ccc(S(=O)(=O)Nc3cnc4ccccc4n3)cc2)cc1	23	-2%	-19%	2%	6	?	-6%	4	-1%
COc1ccc(-c2cn(-c3ccc(C)cc3)c(=O)n2CC(=O)Nc2cccc(F)c2)cc1	-29	24%	-6%	1%	6	2%	-11%	9	-12%
Cc1ccc(C(=O)Nc2nnc(C)s2)o1	11	1%	-3%	-9%	10	-23%	4%	-3	14%
O=C1NN(CCO)C(=S)Nc2ccccc21	-5	nt	8%	-6%	-18	1%	-3%	-13	-5%
CC(c1ccccc1)N1CC(C(=O)NC2CCCC2)CC1=O (stereo not drawn)	10	3%	3%	-8%	2	-7%	-4%	5	1%
COc1ccccc1NC(=O)c1nnn(Cc2ccccc2)c1NC(=O)C(F)(F)F	13	-4%	18µM*	9%	-22	21µM*	-18%	-13	0%
Cc1cc(C)c(S(=O)(=O)NCc2cccnc2)c(C)c1	47	-14%	-14%	-2%	10	?	1%	4	0%
COc1ccc(Cl)cc1NC(=O)NCCN1CCNC1=O	9	-10%	5%	-1%	-15	8%	17%	5	15%
CC(=O)C1C(c2ccc(Br)cc2)c2c(noc2C)CC1(C)O (stereo not drawn)	-9	2%	24%	8%	-3	15%	-7%	-7	-15%
O=c1[nH]cc(NCCNc2ncc(C(F)(F)F)cc2Cl)c(=O)[nH]1	-11	-6%	0%	4%	7	-12%	1%	2	-1%
CCOC(=O)C(Sc1nnc2c3ccccc3n(CC)c2n1)C(=O)OCC	2	5%	?	25%	-19	13µM*	-19%	7	-20%
Cc1c(Cl)ccc2sc(NC(=O)c3ccco3)nc12	-24	3%	1%	-8%	11	12%	-5%	3	14%
CCOc1ccc(/C=C2\C(=O)c3ccccc3OC2c2ccccc2)cc1 (stereo not drawn)	-2	?	?	-6%	-18	16µM*	-26%	-7	11%
Cc1cccc(C2c3[nH]c4ccccc4c3CCN2C(=O)c2cc(CC(C)C)[nH]c(=O)n2)n1 (stereo not drawn)	3	24%	6%	5%	5	0%	-11%	0	-9%
Cc1cc(C)nc(SCCCn2c(=O)[nH]c3ccccc32)n1	-2	-4%	-16%	21%	8	9.2µM*	2%	-2	-2%
Fc1ccccc1COc1ccc(Br)cc1CNCc1ccncc1	-22	?	?	-13%	-68*	?	?	-12	-28%
CCCN(CCC)C(=O)Cn1c(=O)n(Cc2ccc(C(=O)NCCc3ccc(OC)c(OC)c3)cc2)c(=O)c2ccccc21	nt	nt	5%	0%	nt	25%	nt	-15	nt
COC(=O)c1ccc2c(c1)sc(=NC(=O)CCS(=O)(=O)c1ccccc1)n2C	-21	-88%[inhibitor]	10%	0%	9	?	9%	9	11%
O=c1c2ccccc2nc(-c2cccs2)n1-c1ccc2ccccc2c1	12	9%	-21%	4%	-27	0%	-10%	-8	-6%

2 entries from above in a different format.
compound | IL-1B inflam inh | SW480 rerep | KB-3-1 cytotox | GLP-1R agonist | DRD3 antagonist | KB-V1 cytotox | HT1080 IDH1KD tx | D3 ag | HT1080NT lethal
O=C1NN(CCO)C(=S)Nc2ccccc21 | -5 | nt | 8% | -6% | -18 | 1% | -3% | -13 | -5%
O=C(CN(Cc1ccc(Cl)cc1)C(=O)CN1C(=O)COc2ccccc21)NC1CCCC1 | 3 | -1% | -1% | 5% | -15 | ? | -10% | -8 | -1%

The list goes on.
SMILES	IL-1B inflam inh	SW480 rerep	KB-3-1 cytotox	GLP-1R agonist	DRD3 antagonist	KB-V1 cytotox	HT1080 IDH1KD tx	D3 ag	HT1080NT lethal
C[n+]1c(-c2ccccc2)sc([S-])c1-c1ccccc1	7	-49%[inhibitor]	?	1%	-19	-12%	-13%	11	-10%
Cc1cnc(C(=O)OCC(=O)NC(C)C)cn1	31	-6%	-4%	-1%	-5	?	-2%	-8	-1%
Cc1cc(C)c(C#N)c(SCC(=O)c2cc(C)n(CCc3ccccc3)c2C)n1	-11	?	-4%	5%	296	-21%	-10%	6	0%
Cc1cc(C)cc(N(CC(=O)NC2CCCC2)C(=O)CCC(=O)Nc2cc(C)on2)c1	24	1%	11%	7%	6	?	0%	0	5%
CCc1cccc(C)c1NC(=O)c1ccc2nc(N3CCOCC3)sc2c1	-2	5%	-8%	4%	-8	-6%	4%	6	-2%
Cc1ccc(Nc2nnc(SCC(=O)Nc3cc(C(=O)O)ccc3C)s2)c(C)c1	6	-5%	0%	-7%	4	3%	8%	-14	?
O=C(COc1ccccc1Cc1ccccc1)NCCCN1CCOCC1	-1	-12%	6%	13%	-11	?	9%	-11	9%
O=C(CSc1nnc(NC(=O)C2CCC2)s1)Nc1ccccc1F	23	-16%	3%	1%	10	?	-11%	20	-24%
CC(C)(C)OC(=O)N[C@@H](Cc1c[nH]c2ccccc12)c1nnc(SCC(N)=O)o1	-3	-14%	14%	0%	29	-3%	3%	-2	10%
CC(=O)Nc1ccc(NC(=O)COc2cccc3c2OC(C)(C)C3)cc1	1	0%	2%	18%	4	-17%	-7%	-1	0%
COc1cccc(CNC(=O)c2cc(S(=O)(=O)N3CCCCC3)ccc2C)c1	-2	nt	5%	14%	-1	7%	1%	0	-1%
O=C(Nc1nc(-c2ccccc2Cl)cs1)c1cccnc1	-4	1%	?	0%	26	0%	?	12	-29%
O=C1c2ccccc2S(=O)(=O)N1CCS(=O)(=O)c1ccc(F)cc1	-76*	16%	14%	6%	-17	-3%	-9%	87*	-2%
Cc1cc(=O)n2c3ccccc3n(CC(O)CN3CCCCC3)c2c1C#N (stereo not drawn)	?	4%	-5%	0%	13	?	?	5	?
Cc1cccc(CN2CCN(C(=O)c3cccc4ccccc34)CC2)c1	-25	-6%	4%	10%	12	0%	-17%	2	0%
O=C(CS(=O)(=O)c1ccc(F)cc1)N1CCN(c2ccccc2)CC1	9	-40%[inhibitor]	5%	0%	2	-6%	-1%	5	-3%
Cc1cc(C)n2nc(SCc3ccccc3)nc2n1	?	-35%[inhibitor]	3%	18%	-21	2%	2%	-9	5%
CCn1c(=O)cc(C(=O)OC)sc1=Nc1ccc(F)c(F)c1	0	-1%	?	-6%	-14	-4%	?	-3	?
CN1/C(=C/C2CC(=O)N(c3cccc4ccccc34)C2=O)C(C)(C)c2ccccc21 (stereo not drawn)	19	18µM*	-12%	-6%	12	-21%	14%	11	3%
O=C(COC(=O)c1ccccc1F)c1ccc(-n2nncc2-c2ccco2)cc1	1	-3%	2%	1%	46	8%	5%	-8	-4%
Cc1cccc(-n2c(CNC(=O)c3ccc(S(=O)(=O)N4CCCC4)cc3)n[nH]c2=S)c1	-2	-3%	3%	2%	-25	4%	19%	-12	9%
Cc1oc2cc3oc(=O)c(CCC(=O)N4C[C@H]5C[C@@H](C4)c4cccc(=O)n4C5)c(C)c3cc2c1C	-25	-4%	22%	16%	6	-15%	-5%	4	-16%
C[C@H](CO)N1C[C@H](C)[C@@H](CN(C)S(=O)(=O)c2ccccc2)Oc2c(NC(=O)CCC(F)(F)F)cccc2C1=O	-3	30%[9.22 µM]	11%	-6%	2	3%	10%	5	10%
Cc1nc([N+](=O)[O-])nn1C12CC3CC(CC(Cl)(C3)C1)C2	24	-6%	6%	0%	-19	10%	1%	2	7%

In the list so far, these contain an NH in an aromatic ring.
SMILES	IL-1B inflam inh	SW480 rerep	KB-3-1 cytotox	GLP-1R agonist	DRD3 antagonist	KB-V1 cytotox	HT1080 IDH1KD tx	D3 ag	HT1080NT lethal
CC(=O)c1c(C)[nH]c(C(=O)OCc2c(F)cccc2Cl)c1C	36	14%	-19%	14%	-4	1%	-1%	4	-8%
CN(C)CCCN=Cc1c(-c2ccccc2)[nH]n(-c2nc3ccccc3s2)c1=O	-17	3%	?	-1%	0	-4%	0%	22	1%
O=c1[nH]cc(NCCNc2ncc(C(F)(F)F)cc2Cl)c(=O)[nH]1	-11	-6%	0%	4%	7	-12%	1%	2	-1%
Cc1cccc(C2c3[nH]c4ccccc4c3CCN2C(=O)c2cc(CC(C)C)[nH]c(=O)n2)n1 (stereo not drawn)	3	24%	6%	5%	5	0%	-11%	0	-9%
Cc1cc(C)nc(SCCCn2c(=O)[nH]c3ccccc32)n1	-2	-4%	-16%	21%	8	9.2µM*	2%	-2	-2%
CC(C)(C)OC(=O)N[C@@H](Cc1c[nH]c2ccccc12)c1nnc(SCC(N)=O)o1	-3	-14%	14%	0%	29	-3%	3%	-2	10%
Cc1cccc(-n2c(CNC(=O)c3ccc(S(=O)(=O)N4CCCC4)cc3)n[nH]c2=S)c1	-2	-3%	3%	2%	-25	4%	19%	-12	9%

Screening results from PubChem.
